High-throughput results from PubChem BioAssay.
HT1080 IDH1KD tx = qHTS for induction of synthetic lethality in tumor cells producing 2HG: qHTS for the HT-1080-IDH1KD cell line; HT-1080 IDH1 knockdown viability, ATP luminescence, 48 h; Potency, µM (top dose mostly 46.1 µM), inactives show at the highest dose activity, negative = toxicity, hits mostly cytotoxic; hit rate 2% among 360,000; AID 686971, 2013;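 note: potency is the fitted concentration of half-maximal effect; 0% = DMSO wells and -100% = cell-free medium wells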
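Cytotoxicity counter-line: IDH1KD HT-1080, 48 h, CellTiter-Glo. Curves classed by r2, magnitude and activity.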
HT1080-NT tox = qHTS for induction of synthetic lethality in tumor cells producing 2HG: qHTS for the HT-1080-NT fibrosarcoma cell line; Potency, µM (titrated, usually from 46.1 µM), for the others: at the highest dose activity, negative = less viability, most hits filed as cytotoxic; HT-1080-NT fibrosarcoma viability, CellTiter-Glo ATP luminescence, 48 h; AID 686970, 2013; hit rate 1.6% among 360,000;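 note: NT is the 2HG producing partner of a matched IDH1 knockdown line; potency is the fitted concentration of half-maximal effect; 0% = DMSO-treated cells and -100% = media-only wells without cells; nearly all actives have a fitted effect of over 55% in size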
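Toxicity toward the 2HG-producing NT line was scored as %Activity, normalised to DMSO and no-cell wells, from CellTiter-Glo luminescence after 48 hours' treatment.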
MCF10A rereplic = A quantitative high throughput screen for small molecules that induce DNA re-replication in MCF 10a normal breast cells. MCF 10A DNA re-replication, Hoechst nuclear intensity, 48 h. Potency, µM (series often up to 46.1 µM), inactives show at the highest dose activity, positive = re-replication, actives largely listed as activators. hit rate 2.9% among 350,000. AID 624296, 2012; note: potency is the fitted concentration of half-maximal effect; % of control where 0% means no effect; nearly all actives have a fitted effect of over 50% in size
GLP1R cytotox = qHTS of GLP-1 Receptor Inverse Agonists: Cytotox Screen; HEK293 cAMP-luciferase reporter cells, luminescence, 24 h; Potency, µM (doses to about 38.3 µM), inactives show at the highest dose activity change, negative = inhibition, most hits filed as inhibitors; hit rate 0.13% among 410,000; AID 624418, 2012;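 note: loss of luciferase light is scored as toxicity; potency is the fitted concentration of half-maximal effect; % is set by controls: 0 for no effect and ±100 for the full control effect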
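Luminescence readout: signal drop marks cytotoxicity. Plated cells grew 12 h at 37 °C, 5% CO2, received 23 nL compound for 24 h, then got luciferase reagent, read after 12 min at RT.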
IL1B secr inh = qHTS for Inhibitors of Inflammasome Signaling: IL-1-beta AlphaLISA Primary Screen; AID 743279, 2014; THP-1 LPS/ATP IL-1B secretion, AlphaLISA, 16 h; active compounds read low; hit rate 4.7% among 360,000; activity change, % at 57.5 µM; in the data active = activity change below about -50%; inconclusive = mostly about -30% to -49%; note: % is set by controls: 0 for no effect and ±100 for the full control effect
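Secreted IL-1B measured by AlphaLISA bead assay after 16 h compound exposure of THP-1 cells; compounds (final up to 57.5 uM) added 1 h before LPS (250 ng/mL) and ATP (1.25 mM) stimulation; lower signal means less secretion.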
SW480 rereplic = A quantitative high throughput screen for small molecules that induce DNA re-replication in SW480 colon adenocarcinoma cells | SW480 DNA re-replication, Hoechst DNA content imaging, 48 h | Potency, µM (top dose mostly 46.1 µM), without a hit: top-dose re-replication activation, most hits filed as activators | hit rate 1.8% among 340,000; note: potency is the fitted concentration of half-maximal effect; % of control where 0% means no effect; nearly all actives have a fitted effect of over 55% in size
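Image-based read-out: total Hoechst fluorescence of nuclei (405 nm excitation, 500-530 nm emission), with hits raising the fraction of high-intensity nuclei. SW480 colon cells incubated 48 hr with compounds at 37 C.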
KB-V1 MDR tox = qHTS assay for MDR1-selective chemotherapeutics: Primary screen using the drug-selected MDR subline cells KB-V1. KB-V1 MDR cells viability, CellTiter-Glo, 72 h. hit rate 3.4% among 400,000. Potency, µM (doses to about 46.1 µM), without a hit: top-dose activity change, negative = cytotoxicity, most hits filed as cytotoxic; note: potency is the fitted concentration of half-maximal effect; % is set by controls: 0 for no effect and ±100 for the full control effect; nearly all actives have a fitted effect of over 60% in size
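Drug-selected KB-V1 cells, grown in DMEM lacking phenol red with 10% FBS, receive compound titrations; after three days at 37 degrees C, surviving cell ATP is quantified by CellTiter-Glo luminescence and responses normalized and curve-fitted.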
DRD3 agonist = qHTS of D3 Dopamine Receptor Agonist: qHTS | max activation, % | D(3) dopamine receptor (Homo sapiens), P35462 | D3R DiscoveRx beta-arrestin cells, luminescence, 90 min | AID 652048, 2013 | hit rate 0.58% among 410,000; in the data active = max activation above about 30%; note: 0% is about no effect; mostly tested at two doses, the higher about 12 µM
Target sequence (P35462 whole entry, looked up): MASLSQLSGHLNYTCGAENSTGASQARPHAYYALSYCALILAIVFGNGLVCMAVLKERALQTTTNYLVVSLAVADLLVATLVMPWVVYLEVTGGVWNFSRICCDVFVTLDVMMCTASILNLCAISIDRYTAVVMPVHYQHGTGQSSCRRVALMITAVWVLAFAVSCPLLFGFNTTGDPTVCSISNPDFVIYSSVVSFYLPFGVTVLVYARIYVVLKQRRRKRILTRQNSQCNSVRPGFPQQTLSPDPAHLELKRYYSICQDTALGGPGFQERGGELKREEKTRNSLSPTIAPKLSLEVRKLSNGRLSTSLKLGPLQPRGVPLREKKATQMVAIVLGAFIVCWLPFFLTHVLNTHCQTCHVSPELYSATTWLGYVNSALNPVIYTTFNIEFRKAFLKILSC
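Cells at 1500/well, incubated overnight, then treated with pinned compounds (dopamine as control) for 90 min at 37 degrees C. DiscoveRx reagent added for 30 - 60 minutes at room temperature; luminescence read.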
KB-3-1 cytotox = qHTS assay for MDR1-selective chemotherapeutics: Primary screen using the parental adenocarcinoma cell KB-3-1; Potency, µM (top dose mostly 46.1 µM), without a hit: top-dose activity change, negative = cytotoxic, usual class: cytotoxic; KB-3-1 viability, CellTiter-Glo ATP luminescence, 72 h; hit rate 1.4% among 400,000; AID 1347075, 2019; note: potency is the fitted concentration of half-maximal effect; % is set by controls: 0 for no effect and ±100 for the full control effect; nearly all actives have a fitted effect of over 60% in size
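72 h, 37 °C compound treatment of KB-3-1 parental cells; CellTiter-Glo added, 10 min, luminescence read. Data corrected against DMSO-only plates and normalized before curve fitting.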
* = called active by the depositor; ? = inconclusive; / = not tested or not shown; [ ] = another dose, or the depositor's remark. Unless noted, calls come from the whole dose curve; as a rule, active = well fitted curve in the direction sought with a large enough effect; inconclusive = small, poorly fitted or top-dose-only effect, or another doubt; inactive = no such curve, though single readings can be large; an effect the other way counts as inactive or inconclusive.

compound	IL1B secr inh	HT1080 IDH1KD tx	DRD3 agonist	GLP1R cytotox	KB-3-1 cytotox	MCF10A rereplic	SW480 rereplic	HT1080-NT tox	KB-V1 MDR tox
CC(=O)N1CCc2cc(Br)cc(S(=O)(=O)NCCCN3CCC(C)CC3)c21	10	3%	2	-8%	0%	-2%	-5%	0%	23%
COc1ccc(C2CC(c3ccc(Cl)cc3Cl)n3nc(N)nc3N2)cc1 (stereo unspecified)	?	0%	2	-14%	6%	3%	-8%	12%	?
Cc1ccc2nsnc2c1S(=O)(=O)N1CCCC1	-4	20%	1	3%	9%	6%	0%	26%	0%
CCCc1c(C)nc2scc(-c3ccc(Cl)cc3)n2c1=O	26	14%	-3	4%	15%	/	/	-2%	-3%
COc1cc(-c2nnc(SCC(=O)NC3CCS(=O)(=O)C3)o2)cc(OC)c1OC (stereo unspecified)	43	7%	6	5%	3%	1%	-4%	5%	-3%
CC(C)C[C@H](NC(=O)[C@@H]1Cc2ccccc2CN1C(=O)OC(C)(C)C)C(=O)NCC1CCC(C(=O)O)CC1 (stereo partly specified)	-3	11%	-4	-3%	-2%	-5%	-8%	13%	3%
CCOC(=O)C1=C(C)N(CCCC(=O)O)C(=O)NC1C(CC)CC (stereo unspecified)	26	7%	20	-9%	0%	12%	?	-1%	-4%
Cc1ccc(NC(=O)C2CCN(S(=O)(=O)c3cccc4nonc34)CC2)c(Cl)c1	/	/	-11	-7%	4%	/	/	/	-4%
COc1ccc(/C=N/n2c(C)cc(C)cc2=O)cc1	-15	13%	-2	-10%	0%	1%	13%	27%	13%
C=CCc1ccc(OCCOc2ccc(/C=N/n3cnnc3)cc2OCC)c(OC)c1	-30	-4%	6	-1%	2%	5%	-4%	-3%	-1%
COc1ccc(NC(=O)c2c(C)oc3ccc(O)c(CN4CCCCCC4)c23)cc1Cl	/	/	-26	-12%	?	/	/	/	1%
CC(C)NC(=O)CC1C(=O)N(Cc2ccccc2)C(C)c2nc3ccccc3n21 (stereo unspecified)	4	6%	4	0%	24%	1%	-15%	-1%	0%
CN(C)CCCNc1c2c(nc3cc(-c4cccc(F)c4)nn13)CCC2	80	9%	-3	4%	2%	?	?	-13%	-8%
CC(=O)Nc1ccc(CNc2nc(NC(C)C)nc3ccsc23)cc1	-90*	-1%	0	-5%	0%	/	/	-3%	-4%
O=C1c2ccccc2C(=O)N1CCc1nn[nH]n1	10	9%	2	5%	-8%	0%	0%	25%	-3%
O=C1CCCN1CN(C(=O)c1ccc2c(c1)OCO2)c1ccc(F)cc1	25	-3%	-2	-7%	16%	1%	-12%	1%	1%
Cc1cc(NC(=O)CSc2ccc3nnc(-c4cccs4)n3n2)no1	-11	-9%	-8	6%	-4%	2%	9%	9%	-9%
Cc1cc(C)c(NC(=O)CSc2nc3ccc(N4C(=O)c5ccccc5C4=O)cc3s2)c(C)c1	14	15%	6	17%	-7%	-1%	2%	18%	10%
CCn1cc2nc(SCC(=O)Nc3ccccc3C(F)(F)F)n(Cc3ccc(C)cc3)c(=O)c2n1	/	/	-4	?	?	/	/	/	?
Cc1ccc(C)c(S(=O)(=O)N(C)c2ccc(OC(=O)C3CCN(C(=O)c4ccc(F)cc4)CC3)cc2)c1	-19	-19%	-7	19%	-8%	5%	-2%	-11%	?

Whole records as entered above:
`CN(C)CCCNc1c2c(nc3cc(-c4cccc(F)c4)nn13)CCC2` is entered as IL1B secr inh: 80; HT1080 IDH1KD tx: 9%; DRD3 agonist: -3; GLP1R cytotox: 4%; KB-3-1 cytotox: 2%; MCF10A rereplic: ?; SW480 rereplic: ?; HT1080-NT tox: -13%; KB-V1 MDR tox: -8%
`Cc1cc(NC(=O)CSc2ccc3nnc(-c4cccs4)n3n2)no1` is entered as IL1B secr inh: -11; HT1080 IDH1KD tx: -9%; DRD3 agonist: -8; GLP1R cytotox: 6%; KB-3-1 cytotox: -4%; MCF10A rereplic: 2%; SW480 rereplic: 9%; HT1080-NT tox: 9%; KB-V1 MDR tox: -9%

Remaining list, next part.
compound	IL1B secr inh	HT1080 IDH1KD tx	DRD3 agonist	GLP1R cytotox	KB-3-1 cytotox	MCF10A rereplic	SW480 rereplic	HT1080-NT tox	KB-V1 MDR tox
Cn1c(SCC(=O)NC2CCCCC2)nnc1-c1ccc(N)cc1	8	17%	6	2%	1%	19%	-30%	29%	1%
COc1cc(C(=O)Oc2cccc(C=O)c2)cc(OC)c1OC	20	?	21	4%	9%	2%	16µM*	?	15%
Cc1ccccc1-c1cc(C(=O)NCc2ccc(OC(F)(F)F)cc2)n(CC2CC(c3cccnc3)=NO2)n1 (stereo unspecified)	-13	-3%	-27	0%	-3%	27%	-3%	-2%	-9%
COC(=O)c1ccccc1NC(=O)CN(Cc1ccc(Cl)cc1)S(C)(=O)=O	2	-9%	11	3%	-15%	-4%	-9%	3%	?
CC(=O)c1ccc(N(CC(=O)NC2CCCCC2)C(=O)CNC(=O)c2ccco2)cc1	-7	2%	-3	-3%	0%	-3%	-14%	-6%	-4%
O=C(C1=C(O)C(=O)N(Cc2ccco2)C1c1cccc([N+](=O)[O-])c1)c1ccco1 (stereo unspecified)	0	-1%	-11	8%	15%	-5%	-3%	10%	6%
Nc1cccc2c1C(=O)c1ccc(Cl)cc1C2=O	-16	-5%	-3	0%	-14%	5%	4%	-5%	?
O=C(OCCN1CCOCC1)c1ccc2c(c1)OCCO2	21	-4%	-1	23%	10%	-9%	4%[9.22 µM]	-4%	1%
Cc1ccc(S(=O)(=O)n2ccnc2)cc1C	9	1%	3	5%	-3%	1%	-4%	-6%	7%
COC(=O)c1sccc1S(=O)(=O)NCc1ccc(S(N)(=O)=O)cc1	-14	-6%	-3	2%	1%	2%	-5%	-7%	12%
CCCCOc1cccc(C(=O)Nc2ccccc2N2CCCC2)c1	-17	-3%	0	2%	-16%	?	-4%	-2%	-19%
CCOc1cccc(-c2nn3c(-c4ccccn4)nnc3s2)c1	?	9%	-2	4%	?	24%	-4%	0%	5.2µM*
Cc1cccc(OC(C)C(=O)NCc2ccc(S(N)(=O)=O)cc2)c1 (stereo unspecified)	28	17%	-2	2%	0%	-1%	2%	7%	6%
Cc1ccc(NC(=O)CSc2ccc(C(N)=O)cc2[N+](=O)[O-])cc1C	24	-13%	4	9%	8%	2%[9.22 µM]	18%	-5%	1%
Cc1cccc(OCC(=O)OC2CCN(C)CC2)c1	30	10%	-4	-13%	5%	0%	-5%	10%	0%
O=C(CN(c1ccc(F)cc1)S(=O)(=O)c1ccc2c(c1)OCCO2)N1CCOCC1	-4	4%	2	9%	6%	0%	6%	10%	?
CCNc1nc(NCC)n2c(SCC(=O)Nc3ccccc3OC(F)F)nnc2n1	-3	-10%	-18	18%	/	?	0%	25%	/
COc1ccc(NC(NC(=O)c2cccnc2)C(Cl)(Cl)Cl)cc1 (stereo unspecified)	25	-19%	-8	4%	-6%	0%	-5%	-12%	3%
Cc1nc(C)c(C(=O)N/N=C/c2ccco2)s1	-8	21%	-5	2%	10%	3%	-7%	12%	?
COc1ccc(C(C)=O)cc1COC(=O)c1ccc(S(=O)(=O)N2CCOCC2)cc1	-5	9%	1	-20%	12%	-16%	-10%	6%	0%
CC(C)Oc1cccc(C(=O)C2CCCN(C(=O)c3cc(C4CC4)[nH]n3)C2)c1 (stereo unspecified)	27	0%	4	-4%	-8%	1%	-2%	-3%	-24%
CCCn1c(N)c(N(CCOC)C(=O)CSCC(=O)Nc2ccc(OC)cc2)c(=O)[nH]c1=O	13	22%	0	-2%	18%	-2%	-6%	11%	?
O=C(CC1N=C2c3ccccc3N=C(SCc3ccc(Cl)cc3)N2C1=O)NC1CCCCC1 (stereo unspecified)	/	/	-12	4%	2%	/	/	/	-2%
O=C(CSc1ccccc1C(=O)O)c1ccc(Cl)cc1	18	-12%	8	36%[activator]	0%	-1%	-6%	-10%	7%
CC1(C)Cc2cccc(OCC(=O)Nc3cc(C(F)(F)F)ccc3N3CCOCC3)c2O1	-24	-1%	0	-5%	-2%	-1%	-2%	13%	?
Brc1ccc(-c2nnc3n2CCCCC3)cc1	43	12%	4	5%	14%	-8%	0%	13%	-12%
COc1ccccc1NC(=O)c1oc2ccccc2c1NC(=O)C1CCCCC1	/	/	-10	0%	7%	/	/	/	0%
CCCCNc1oc(-c2ccc(COc3ccccc3C)o2)nc1C#N	/	/	2	?	-51%	/	/	/	-21%
CN(C)c1nc2n(c(=O)n1)C(C#N)CS2 (stereo unspecified)	-11	8%	7	3%	19%	5%	2%	21%	5%
CCOC(=O)c1c(C)[nH]c2cc(Br)c(OC)cc12	-9	-5%	-2	4%	0%	-11%	-7%	-1%	6%
CCn1c(Cc2ccc(OC)cc2)nc2ccccc21	-51*	-12%	-11	-30%	-2%	23%	2%	-8%	?
COc1ccc(OC)c(CN2CCC(CO)(CCOc3ccccc3)CC2)c1	-17	-2%	-8	1%	0%	1%	-32%	-8%	?
Cc1ccc(NC(=O)CN2C(=O)CSc3ccc(S(=O)(=O)N4CCCCC4)cc32)cc1	-89*	?	-5	8%	11%	5%	16%	-3%	13%
C/C(=N\NC(=O)c1c(C)nc2ccccn12)c1ccc(C(C)(C)C)cc1	-1	-27%	-8	-9%	-5%	18µM*	?	-25%	?
Cc1ccc(N(C(=O)c2csnn2)C(C(=O)NC2CCCC2)c2ccccn2)cc1 (stereo unspecified)	27	3%	-3	3%	-2%	15%	-4%	9%	?
